# Bioassay records deposited in PubChem by several laboratories.
# PfHsp40 yeast – rescue of PfHsp40-mediated yeast toxicity; AID 504582; actives 0.68% (n = 340,000); S. cerevisiae expressing PfHsp40, growth rescue, ATP luminescence; growth rescue, % at 12.5 µM; in the data active = growth rescue above about 28%, passing the limit was not always enough; inconclusive = no clear call, values can overlap the other calls;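 note: yeast W303a lacking pdr1 and pdr3 grown in galactose medium; growth measured after three days at 30 °C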
# SSB-PriA inh – inhibitors of Klebsiella pneumoniae PriA binding to SSB C-terminal tail; actives 0.6% (n = 430,000); AlphaScreen SSBct-PriA binding, biotinylated peptide; inhibition, % at 33 µM; in the data active = inhibition mostly above about 37%, no sharp cut-off; inactive = mostly below about 20%;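 note: plate controls were negative control peptide for no effect and reference peptide for full effect; strong numbers were not always called active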
# 3CLpro inhibitor – SARS-CoV 3CLpro protease inhibition; inhibition, % at 6 µM; recombinant SARS-CoV 3CLpro, quenched FRET peptide cleavage; P0C6X7; actives 0.14% (n = 290,000); AID 1706; in the data active = inhibition above about 12%
# PrPC TRFRET – inhibitors of human cell surface prion protein PrPC; P04156; TR-FRET read-out; inhibition, % at 13.8 µM; actives 0.43% (n = 370,000); in the data active = inhibition above about 24%; note: 0% = median of the test wells and 100% = reference compound wells
# Y pestis TopoI – inhibitors of Yersinia pestis topoisomerase I; Y. pestis Topo-I cleavage product accumulation, plate reader; activity, % at 10 µM; actives 0.064% (n = 360,000); AID 504884; in the data active = activity above about 50%, passing the limit was not always enough; inconclusive = no clear call, values can overlap the other calls; note: inactives centre near 2
# BoNT-A LC inh2 – blocks Botulinum neurotoxin A light chain protease. multiplex microsphere protease substrate cleavage, flow cytometry. actives 0.17% (n = 360,000). inhibition, % at 10 µM; note: plate controls were buffer without enzyme for full effect and enzyme alone for no effect
# TcdB inh – blocks C. difficile toxin B glycohydrolase activity; TcdB glycohydrolase enzymatic assay, plate reader; inhibition, % at 9.99 µM; AID 652162; actives 0.24% (n = 350,000); P18177; in the data active = inhibition above about 10%
# BH1578 lux ind – inducers of Vibrio cholerae quorum light production without autoinducers | actives 0.16% (n = 350,000) | V. cholerae BH1578 lux reporter, luminescence, 6 h | activation, % at 18.7 µM | AID 588436; in the data active = activation mostly above about 9.7%, no sharp cut-off; inconclusive = no clear call, values can overlap the other calls; inactive = mostly below about 3.7%; note: not every result past the cut was called active; inactives centre near 0; reference of the scale not given here
# Anthrax LF inh2 – inhibitors of Bacillus anthracis lethal factor protease; multiplex microsphere protease cleavage assay, LF; inhibition, % at 10 µM; actives 0.12% (n = 360,000); note: plate controls were buffer without enzyme for full effect and enzyme alone for no effect
# Target sequence (P15917 whole entry, looked up): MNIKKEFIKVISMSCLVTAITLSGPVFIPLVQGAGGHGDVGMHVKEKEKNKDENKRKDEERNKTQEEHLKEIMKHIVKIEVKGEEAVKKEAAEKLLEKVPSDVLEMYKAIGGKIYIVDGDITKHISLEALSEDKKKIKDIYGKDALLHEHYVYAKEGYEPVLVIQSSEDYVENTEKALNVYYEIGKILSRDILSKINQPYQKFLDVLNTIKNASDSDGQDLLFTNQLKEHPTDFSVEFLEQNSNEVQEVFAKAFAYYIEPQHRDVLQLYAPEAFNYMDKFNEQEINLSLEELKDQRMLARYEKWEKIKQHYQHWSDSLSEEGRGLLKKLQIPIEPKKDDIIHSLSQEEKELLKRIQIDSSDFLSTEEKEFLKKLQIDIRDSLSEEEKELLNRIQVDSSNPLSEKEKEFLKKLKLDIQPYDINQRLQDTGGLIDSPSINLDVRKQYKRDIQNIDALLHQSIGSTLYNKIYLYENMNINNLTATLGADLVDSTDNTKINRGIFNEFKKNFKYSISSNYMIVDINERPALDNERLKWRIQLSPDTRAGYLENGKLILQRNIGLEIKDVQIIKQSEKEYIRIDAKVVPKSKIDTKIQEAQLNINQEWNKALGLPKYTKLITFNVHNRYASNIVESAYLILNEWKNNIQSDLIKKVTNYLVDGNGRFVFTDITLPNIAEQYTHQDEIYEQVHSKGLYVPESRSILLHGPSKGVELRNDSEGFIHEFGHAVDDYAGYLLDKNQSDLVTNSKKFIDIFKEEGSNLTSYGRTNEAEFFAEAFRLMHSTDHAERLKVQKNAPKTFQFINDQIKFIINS
# Starred values were filed as active, the others as inactive; i = inactive; ? = inconclusive; . = no result given; & = joins results of further samples. Cut-off read from the data, not from the text of the source, unless noted: active = inhibition above about 30%; inconclusive = no clear call, values can overlap the other calls; inactive = below that.
no.	canonical_smiles	SSB-PriA inh	Anthrax LF inh2	PrPC TRFRET	3CLpro inhibitor	BH1578 lux ind	Y pestis TopoI	PfHsp40 yeast	BoNT-A LC inh2	TcdB inh
1	Cc1cc2oc(=O)cc(CN3CCN(S(=O)(=O)c4cccs4)CC3)c2cc1C(C)C	-6	-1	4	3	i	12	0.4	0.8	.
2	CCC/C(=N\NC(=O)c1cccc(C)c1)c1ccccc1	.	-1	12	6	-0.3	-1	-0.7	-0.9	-0.1
3	O=C(CCn1c(=O)c2cccn2c2cccnc21)N1CCN(c2cccc(Cl)c2)CC1	8	-3	.	8	-0.2	35	-0.4	2.1	.
4	C/C(N)=C(/C#N)C(=O)COC(=O)c1ccccc1O	-6	-1	1	-6	-0.3	-3	-0.1	-0.4	.
5	CCC(CC)c1nnc(NC(=O)c2cccnc2SC)s1	0	-1	10	-4	-0.2	-5	-0.6	-0.3	2.4
6	CC(=O)Nc1ccc(S(=O)(=O)NNC(=O)c2cccc(Cl)c2)cc1	-2	2	3	-3	-0.5	-2	3.1	0.0	-0.3
7	COc1ccccc1CCNC(=O)c1ccccc1SCC(=O)N1CCCC1	-6	-21	-6	.	i	9	-1.1	-8.8	-0.3
8	NC(=O)CSc1nnc(-c2cccc(S(=O)(=O)N3CCOCC3)c2)n1C1CCCCCC1	2	-2	-2	3	-3.8	7	-1.7	-0.1	.
9	Cc1ccc(-c2csc(NCCc3nc4cc(Cl)c(Cl)cc4n3CCCO)n2)cc1	-2	-6	4	.	-0.3	10	-0.3	-0.9	0.4
10	O=C(NCc1nnnn1-c1ccc(F)cc1)C1CC(=O)N(c2ccc(F)cc2)C1 (stereo not drawn)	2	.	-12	.	0.6	-1	0.4	.	1.8
11	Cc1ccc(S(=O)(=O)N2CC2(C)CCl)cc1 (stereo not drawn)	-3	2	-2	-1	i	2	-1.7	-2.3	0.3
12	Cc1ccc(SCc2ccc(C(=O)Nc3cccc([N+](=O)[O-])c3)cc2)cc1	-3	-1	-10	-2	-0.4	-3	-1.0	-1.8	.
13	NS(=O)(=O)c1ccc(CCNC(=O)CSc2ccc3ccccc3c2)cc1	0	-5	2	2	-0.2	14	-0.1	0.2	.
14	CCC1CN(C(=O)N2CCC(C(=O)NCc3cccc(F)c3)CC2)c2ccccc2O1 (stereo not drawn)	5	-3	-7	-7	-0.4	25	0.5	-2.5	1.7
15	c1nc(NCC2CCCO2)c2[nH]cnc2n1 (stereo not drawn)	3	-1	-2	-2	-2.9	-2	0.4	1.0	.
16	Cc1ccc(NC(=O)N/C=C/c2ccco2)cc1	3	-1	-2	3	11	-1	-0.6	1.0	.
17	NC(=O)c1c(NC(=O)c2cccnc2)sc2c1CCCC2	-15	-12	-1	-7	-0.5	4	-0.1	0.2	0.8
18	CN(C)C(=O)c1cn(-c2ccccc2)nc1-c1cc2ccccc2o1	-19	1	0	4	-0.2	-4	1.3	0.4	1.7
19	O=C(NCc1ccco1)c1cc(-c2ccccc2)nc2ccccc12	2	-4	-4	-3	-0.7	7	-0.5	-0.9	.
20	Cc1cc(C)n2nc(SCC(=O)N(C)c3c(N)n(Cc4ccccc4)c(=O)[nH]c3=O)nc2n1	.	4	.	-5	i	6	0.2	0.0	.
21	O=C(CCNS(=O)(=O)c1ccccc1Cl)OCc1nnc(-c2ccccc2Cl)o1	2	-6	5	.	-2.7	8	0.1	1.8	-0.9
22	Cn1c(CNC(=O)CNC(=O)c2ccccc2F)cc(=O)n(C)c1=O	-6	0	-4	1	-0.8	1	1.8	-0.5	-0.2
23	O=C(CN1CCCC1)Nc1ccc(OCc2ccccc2)cc1	0	-8	-10	-1	-0.2	3	-1.0	-0.4	2.4
24	CC(C)C(c1nnnn1C1CCCC1)N(C)C1CCCCC1 (stereo not drawn)	-3	0	-2	-7	i	5	-1.7	?	.
25	CC(O)[C@H]1CNC(=O)C(=O)N1CCc1cccc(F)c1 (stereo partly drawn)	-1	-4	-5	.	-0.3	0	-1.2	0.1	0.7
26	CCc1c(C)nc(N)nc1N1N=C1SCC(=O)OC	-9	-2	-7	-1	0.2	-6	-0.5	0.5	2.1
27	CCOC(=O)c1c(NC(=O)CN2CCCCC2)sc(CN(C)C)c1-c1ccccc1	2	-6	0	2	0.0	7	0.1	-1.8	1.0
28	CN1c2ccccc2N(C)C1(C)c1cccc2ccccc12	12	-9	-24	2	2.0	-3	-2.5	0.3	.
29	O=C(Nc1ccc(Oc2cccnc2)cc1)C1CCCCN1Cc1ccc(CO)o1 (stereo not drawn)	-8	0	4	-3	-1.4	15	-0.5	-1.6	0.8
30	Cc1ccc(CN2CCN(c3ccccn3)CC2)s1	-2	-5	1	-4	-0.2	16	-1.0	0.6	.
31	CCCS(=O)(=O)N1CCCC(C(=O)NCCCN2CCN(c3cccc(Cl)c3)CC2)C1 (stereo not drawn)	-10	-2	1	5	0.2	-2	-0.3	-0.5	.
32	COc1cccc(CN2CCNCC2)c1	-2	9	-3	3	2.8	1	-2.3	-2.4	2.0
33	CC1(c2cccc(Br)c2)NC(=O)N(CC(=O)NC2CCCCC2)C1=O (stereo not drawn)	-9	-3	-2	.	-7.1	-10	-0.9	0.4	2.3
34	CNC(=O)COC(=O)c1cccnc1SC	-6	-3	1	-3	1.1	4	0.6	-0.1	.
35	O=C(/C=C/c1ccccc1F)c1cccc([N+](=O)[O-])c1	13	1	-7	2	-0.3	-5	-0.2	-0.4	.
36	C/C(=N\NC(=O)c1c[nH]c2ccccc12)c1ccccn1	.	1	10	7	1.6	-3	-0.1	-2.1	0.0
37	C=CCNc1sc(C(=O)C2CC2)c(N)c1C#N	-20	1	-5	4	i	1	0.9	-0.1	.
38	COc1ccc(-n2nnnc2C(c2cc3ccccc3o2)N2CCC(n3c(=O)[nH]c4ccccc43)CC2)cc1 (stereo not drawn)	.	0	4	.	.	.	.	-0.6	1.0
39	Cc1cc(C)n(CCCNC(=O)c2ccc(S(=O)(=O)NCc3ccco3)cc2)n1	-11	-2	0	-2	1.3	-1	-1.2	?	2.0
40	O=C(Nc1cccc([N+](=O)[O-])c1)C12CC3CC(C1)CC(n1cnc([N+](=O)[O-])n1)(C3)C2	6	-4	-47	-1	-3.6	13	-0.3	-2.2	.

# Overlap with the part before: three compounds, then new ones.
no.	canonical_smiles	SSB-PriA inh	Anthrax LF inh2	PrPC TRFRET	3CLpro inhibitor	BH1578 lux ind	Y pestis TopoI	PfHsp40 yeast	BoNT-A LC inh2	TcdB inh
38	COc1ccc(-n2nnnc2C(c2cc3ccccc3o2)N2CCC(n3c(=O)[nH]c4ccccc43)CC2)cc1 (stereo not drawn)	.	0	4	.	.	.	.	-0.6	1.0
39	Cc1cc(C)n(CCCNC(=O)c2ccc(S(=O)(=O)NCc3ccco3)cc2)n1	-11	-2	0	-2	1.3	-1	-1.2	?	2.0
40	O=C(Nc1cccc([N+](=O)[O-])c1)C12CC3CC(C1)CC(n1cnc([N+](=O)[O-])n1)(C3)C2	6	-4	-47	-1	-3.6	13	-0.3	-2.2	.
41	O=C(COC(=O)Cn1cnc2ccccc21)Nc1cc(S(=O)(=O)N2CCOCC2)ccc1Cl	1	-6	4	-3	-0.4	1	0.9	0.5	-0.3
42	O=C(O)/C=C/c1cn(-c2ccccc2)nc1-c1ccc2c(c1)OCCO2	-4	-5	-1	7	i	3	-0.8	0.5	0.8
43	Cc1ccc(Nc2ccc(N)cc2S(=O)(=O)O)cc1	-19	-8	-8	-3	-7.7	-2	7.9	-0.9	0.1
44	O=S1(=O)N=CN(Cc2cccc(F)c2)c2ccccc21	-10	0	3	1	-0.5	5	-1.1	-0.1	.
45	Nc1ccc(S(=O)(=O)Nc2nccc(/C=C/c3cccc(Br)c3)n2)cc1	-7	3	0	-2	-0.2	1	-1.2	-0.8	2.8
46	CN(C)C(=O)c1cc(C(=O)Cc2ccccc2)c[nH]1	-6	-9	2	-8	-0.5	4	-0.3	0.3	-1.1
47	Cc1cc(-c2nnc(CSc3nnc(NC(=O)c4ccc(C(C)(C)C)cc4)s3)o2)ccc1[N+](=O)[O-]	-4	2	-6	-1	-0.5	-4	-2.1	-0.4	2.2
48	CCn1c(SCC(=O)Nc2ccc3c(c2)c2ccccc2n3CC)nnc1-c1ccco1	11	2	7	11	i	-6	2.0	5.3	.
49	COc1cccc(/C=N/NC(=O)Cn2ccnc2C)c1	.	0	5	3	-0.3	1	-1.0	0.2	0.7
50	O=C(NCc1ccco1)c1ccc2sc([C@H]3C[C@H](O)[C@@H](CO)O3)nc2c1	.	-5	-1	.	-0.3	4	.	-0.2	0.3
51	O=C(CCC(=O)OCc1ccc(Br)cc1)Nc1ccccc1	-8	-5	-5	7	-3.3	-1	1.2	0.5	1.9
52	Cc1ccc(C2CC(c3cccc(Cl)c3)n3nc(N)nc3N2)cc1 (stereo not drawn)	-4	3	1	5	-1.4	4	0.8	0.2	-2.9
53	CCOc1ccc(-c2nc(CSCC(=O)N3CCN(C(=O)c4ccco4)CC3)c(C)o2)cc1	3	-1	9	3	-0.4	20	0.5	0.0	-0.6
54	CC(=O)NC1C(Oc2ccccc2C)OC2COC(c3ccco3)OC2C1O (stereo not drawn)	9	2	-2	4	-1.4	-5	0.1	0.6	1.1
55	COC(=O)/C(C#N)=C1/C=Cc2ccccc2N1C	2	3	-34	-4	-0.2	-6	-0.2	1.1	.
56	CCCCN(C)C(=O)CC(NS(=O)(=O)c1ccc(NC(C)=O)cc1)C(C)C (stereo not drawn)	-2	-5	-10	-8	-1.3	5	0.9	-0.4	1.0
57	CCOc1ccccc1NC(=O)c1ccccc1NS(C)(=O)=O	6	-6	-8	-5	i	5	-0.6	2.5	.
58	COc1ccc(Cl)cc1NC(=O)COC(=O)Cc1cccs1	-32	-5	-2	.	-2.3	9	-0.5	-5.6	1.9
59	COc1cc(-c2coc3c(C(=O)NC4CCCCC4)cccc23)ccc1O	.	0	4	.	-0.3	16	.	0.2	0.5
60	Cc1ccccc1C(=O)N1CCC2CC1c1cc(-c3ccc(F)cc3)ccc12 (stereo not drawn)	-10	-3	2	.	i	34	4.2	0.0	2.1
61	CN1C(=O)/C(=C/c2ccc(-c3ccccc3[N+](=O)[O-])o2)SC1=Nc1ccc(Cl)c(C(=O)O)c1	9	-5	-7	9	1.7	-12	-1.0	-1.3	.
62	Cc1[nH]c(=S)[nH]c(=O)c1CCC1OCCO1	-3	-10	-2	4	-0.9	8	-1.0	-7.9	1.6
63	CCc1ccc(-c2cc(C)no2)cc1S(=O)(=O)NCCc1ccccc1	-7	2	9	5	-1.6	32	-0.3	0.1	1.8
64	O=C(COc1ccccc1)N=C1SC2CS(=O)(=O)CC2N1c1ccccc1 (stereo not drawn)	7	-4	-1	-2	-0.2	8	-0.4	0.9	1.0
65	Cc1cc(C(=O)Nn2c(C3CCCCC3)nc3ccccc3c2=O)ccc1[N+](=O)[O-]	-8	-1	-4	-5	-0.2	8	3.2	-0.3	-0.7
66	N#Cc1cc([N+](=O)[O-])ccc1Oc1cccc(/C=N/NC(=O)c2ccc(Cl)cc2)c1	.	0	2	3	i	1	0.5	0.0	.
67	O=[N+]([O-])c1cc(/C=N/N2CCCCC2)ccc1Cl	.	-6	2	2	i	6	0.5	-1.0	0.4
68	C#CC(C)(C)NC(=O)c1ccccc1OC	-19	-2	1	-6	6.2	5	0.0	-0.3	.
69	CCOC(=O)c1c(C)nc(C)c(C(=O)OCC)c1-c1ccc(OC)cc1	-31	1	3	-1&-1	-0.4	6	0.1	-0.4	0.4
70	COc1ccccc1OCC(=O)NNC(=O)Nc1ccc(Cl)cc1	-6	-5	9	3	-0.3	7	1.4	0.3	5.1
71	O=c1c2ccccc2ncn1-c1ccc(Cl)cc1[N+](=O)[O-]	-1	-6	-29	-1	-0.3	-5	-0.2	0.7	-1.3
72	CC12CN(C(=O)c3ccccc3)C3(C#N)CC1CCC23C (stereo not drawn)	-1	-1	6	-1	-1.1	-2	-2.0	0.5	.
73	CCc1nc2sc3c(c2c(=O)n1N)CC(C)(C)OC3	12	-2	1	0	1.3	-6	-1.3	-8.0	0.7

# Only part of the results is shown; rates above refer to the full screens.
